# Screening results (PubChem BioAssay)
# FLuc counter: qHTS profiling assay for firefly luciferase inhibitor/activator using purifed enzyme and Km concentrations of substrates (counterscreen for miR-21 project); purified FLuc, Km substrates, luminescence inhibition; Potency, µM (series often up to 57.5 µM), for inactives: top-dose activity change, negative = inhibition, hits mostly inhibitors; hit rate 6.9% among 360,000;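 note: potency is the fitted concentration of half-maximal effect; plate controls were vehicle for no effect and reference inhibitor for full effect; nearly all actives have a fitted effect of over 55% in size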
# Target sequence (P08659 whole entry, looked up): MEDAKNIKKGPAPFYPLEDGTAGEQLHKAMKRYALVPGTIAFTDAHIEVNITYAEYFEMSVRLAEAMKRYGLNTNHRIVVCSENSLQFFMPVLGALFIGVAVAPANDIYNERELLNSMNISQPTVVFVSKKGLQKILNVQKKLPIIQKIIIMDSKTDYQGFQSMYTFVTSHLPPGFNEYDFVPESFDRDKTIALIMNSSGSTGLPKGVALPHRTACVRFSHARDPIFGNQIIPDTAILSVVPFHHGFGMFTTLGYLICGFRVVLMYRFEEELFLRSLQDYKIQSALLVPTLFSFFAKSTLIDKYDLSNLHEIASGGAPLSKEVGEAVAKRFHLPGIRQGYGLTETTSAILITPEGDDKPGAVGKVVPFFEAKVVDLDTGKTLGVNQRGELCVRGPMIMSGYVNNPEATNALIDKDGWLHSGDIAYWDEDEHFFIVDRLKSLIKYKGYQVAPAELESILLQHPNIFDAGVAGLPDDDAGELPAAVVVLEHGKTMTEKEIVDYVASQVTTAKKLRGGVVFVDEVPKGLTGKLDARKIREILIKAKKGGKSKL
#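 Purified P. pyralis luciferase (10nM final) with 10uM D-luciferin and 10uM ATP (Km levels) in 50mM Tris acetate pH 7.5, 10mM Mg acetate, 0.01% Tween-20, 0.05% BSA; qHTS 6-point titration, ~60 µM downward; luminescence read.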
# PKM2 act: qHTS Assay for Activators of Human Muscle isoform 2 Pyruvate Kinase. Pyruvate kinase PKM (Homo sapiens), P14618. hit rate 0.34% among 260,000. Potency, µM (series often up to 57.5 µM), for inactives: top-dose activation, actives largely listed as activators. purified PKM2, Kinase-Glo ATP luminescence, activation; response scale: 0% is enzyme alone, no compound; note: potency is the fitted concentration of half-maximal effect; % is set by controls: 0 for no effect and ±100 for the full control effect; nearly all actives have a fitted effect of over 55% in size
# Target sequence (P14618 whole entry, looked up, canonical isoform): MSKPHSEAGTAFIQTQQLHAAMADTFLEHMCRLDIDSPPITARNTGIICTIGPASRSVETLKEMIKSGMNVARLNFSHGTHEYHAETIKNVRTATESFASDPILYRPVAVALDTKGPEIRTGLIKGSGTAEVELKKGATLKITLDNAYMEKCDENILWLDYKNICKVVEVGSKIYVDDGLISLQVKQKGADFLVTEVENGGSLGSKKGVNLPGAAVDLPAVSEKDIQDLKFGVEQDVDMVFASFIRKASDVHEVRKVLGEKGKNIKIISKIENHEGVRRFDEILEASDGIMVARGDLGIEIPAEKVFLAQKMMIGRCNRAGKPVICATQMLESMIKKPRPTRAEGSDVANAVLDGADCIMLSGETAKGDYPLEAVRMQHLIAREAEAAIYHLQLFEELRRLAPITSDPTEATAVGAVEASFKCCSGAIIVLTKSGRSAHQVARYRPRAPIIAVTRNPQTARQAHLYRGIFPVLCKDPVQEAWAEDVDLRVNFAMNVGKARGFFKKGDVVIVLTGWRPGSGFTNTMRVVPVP
#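 hPK-M2, >95% pure; 0.1 mM ADP / 0.5 mM PEP final; imidazole pH7.2 buffer w/ 7 mM MgCl2, 50 mM KCl; 1 h RT; Kinase-Glo lum. Intermediate enzyme activity for dual inhibitor/activator qHTS.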
# RORgamma inh: qHTS for inhibitors of ROR gamma transcriptional activity; Nuclear receptor ROR-gamma (Mus musculus), P51450; Drosophila S2 Gal4-RORgamma UAS-luciferase reporter, 20 h; hit rate 5.4% among 310,000; Potency, µM (series often up to 53.6 µM), without a hit: at the top dose activity change, negative = inhibition, usual class: inhibitors; note: potency is the fitted concentration of half-maximal effect; % is set by controls: 0 for no effect and ±100 for the full control effect; nearly all actives have a fitted effect of over 60% in size
#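 ROR gamma transcriptional activity was tracked as Gal4-UAS luciferase output in stably transfected Drosophila Schneider cells, with compound added 1 hr before 700 uM copper sulfate induction and a 20 hr ambient-temperature incubation.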
# NPC1 promoter act: qHTS Assay for NPC1 Promoter Activators; hit rate 2.4% among 320,000; Potency, µM (titrated, usually from 9.22 µM), for the others: at the top dose activation, most hits filed as activators; Huh7 NPC1 promoter luciferase reporter, 24 h;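 note: potency is the fitted concentration of half-maximal effect; % of control where 0% means no effect; nearly all actives have a fitted effect of over 60% in size; reporter is driven by a mutant NPC1 promoter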
#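 NPC1 promoter–luciferase Huh7 cells; 24 h compound; luminescence.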
# Giardia killer: Small Molecules that selectively kill Giardia lamblia: qHTS; Giardia lamblia trophozoite viability; activity change, % at 7.66 µM, hits read low; hit rate 0.15% among 340,000; AID 540267, 2011; in the data active = activity change below about -80%; inconclusive = between about -30% and that limit;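 note: parasites exposed to compound for two days anaerobically before the ATP read; % is set by controls: 0 for no effect and ±100 for the full control effect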
#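 Anaerobic 48 hrs incubation at 37 deg C of 100 trophozoites/well with test compounds; ATPLite 1-Step luminescence, 15-30 min RT, reports cellular ATP as viability.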
# Rab9 prom act: qHTS Assay for Rab9 Promoter Activators | Huh7 Rab9 promoter-luciferase reporter, luminescence, 24 h | Potency, µM (series often up to 9.22 µM), without a hit: at the highest dose activation, negative = inhibition, usual class: activators | hit rate 2.8% among 320,000 | AID 485297, 2010; note: potency is the fitted concentration of half-maximal effect; % of control where 0% means no effect; nearly all actives have a fitted effect of over 60% in size
#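 Huh7 reporter line, Rab9 promoter upstream of luciferase. Compound exposure 24 h at 37 °C in reduced-serum medium with 10% FBS. Read-out: luminescence.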
# ELG1 genotoxic: qHTS screen for small molecules that induce genotoxicity in human embryonic kidney (HEK293T) cells expressing luciferase-tagged ELG1. Potency, µM (series often up to 46 µM), for inactives: at the top dose activity change, positive = activation, actives largely listed as activators. HEK293T ELG1-luciferase reporter, luminescence, 16 h. hit rate 1.3% among 330,000; note: potency is the fitted concentration of half-maximal effect; % of control where 0% means no effect; nearly all actives have a fitted effect of over 60% in size
#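 Step 1: seed 2,000 HEK293T ELG1-luciferase cells per well. Step 2: add compound or DMSO, incubate 16 hr at 37 °C. Step 3: ONE-Glo, 30 min at room temperature, read luminescence.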
# p53 reactivator: qHTS assay for re-activators of p53 using a Luc reporter. H1299 p53-A138V BP100-luciferase reporter, luminescence, 24 h. Potency, µM (titrated, usually from 92.2 µM), without a hit: at the top dose activity change, positive = activation, hits mostly activators. hit rate 0.063% among 320,000. AID 504706, 2011; note: potency is the fitted concentration of half-maximal effect; % of control where 0% means no effect; nearly all actives have a fitted effect of over 45% in size
#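 H1299 (p53-null), stable ts p53-A138V + BP100-Luc; 1000 cells/well, Opti-MEM/10% FBS; cpd 4 pt, 1:5; 24 h, 37 deg C, 5% CO2; detection reagent 10 min RT; luminescence.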
# BRCA1 expr up: qHTS Assay to Identify Small Molecule Activators of BRCA1 Expression; hit rate 1.1% among 380,000; MCF7-BRCA1-FFLuc reporter, luminescence, 48 h; response scale: scaled: vehicle 0%, 10 µM genistein 100%; Potency, µM (doses to about 46.1 µM), for the others: at the top dose activation, usual class: activators; note: potency is the fitted concentration of half-maximal effect; nearly all actives have a fitted effect of over 80% in size; some results filed as inactive show a strong effect at the top dose
#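 Luminescence from a BRCA1-driven firefly luciferase in MCF7 cells was read after 48 h compound exposure at 37 C. Data normalized against DMSO and a 10microM genistein activation control, then curve-fitted across the titration.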
# VP16 counter: VP16 counterscreen qHTS for inhibitors of ROR gamma transcriptional activity; AID 2546, 2010; hit rate 3.5% among 310,000; Potency, µM (top dose mostly 53.6 µM), for inactives: at the highest dose activity, negative = inhibition, most hits filed as inhibitors; Drosophila S2 Gal4-VP16 UAS-luciferase, luminescence, 20 h;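 note: Gal4-VP16 expression switched on by copper sulfate through the metallothionein promoter; potency is the fitted concentration of half-maximal effect; % is set by controls: 0 for no effect and ±100 for the full control effect; nearly all actives have a fitted effect of over 50% in size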
# Menin MLL FP TR: qHTS Assay for Inhibitors Targeting the Menin-MLL Interaction in MLL Related Leukemias: Competition With Texas Red Labeled MLL-derived Mutant Peptide | O00255 | Menin + Texas Red MLL mutant peptide, fluorescence polarization | Potency, µM (titrated, usually from 61.6 µM), without a hit: at the top dose FP activity change, negative = inhibition, hits mostly inhibitors | hit rate 0.23% among 270,000; active = well fitted inhibition curve with a large enough effect in the polarisation, with a control signal flat, not every such curve was filed as active; inconclusive = small, poorly fitted or top-dose-only effect, or effect the other way, or a change in a side signal; inactive = no such curve, though single readings can be large or run the other way; the % refers to the polarisation; note: potency is the fitted concentration of half-maximal effect; % of control where 0% means no effect; many of its hits are not listed in these tables
# An asterisk follows results filed as active; ? = inconclusive; nt = not tested or not shown; [ ] = remark or other dose. Unless noted, calls come from the whole dose curve; as a rule, active = well fitted curve in the direction sought with a large enough effect; inconclusive = small, poorly fitted or top-dose-only effect, or another doubt; inactive = no such curve, though single readings can be large; an effect the other way counts as inactive or inconclusive.
# Every second line gives: FLuc counter	PKM2 act	RORgamma inh	NPC1 promoter act	Giardia killer	Rab9 prom act	ELG1 genotoxic	p53 reactivator	BRCA1 expr up	VP16 counter	Menin MLL FP TR
CCN(CC)c1ccc(NC(=O)c2cnn(CC)c2)cc1
    ?	0%	30%	22%	0	9%	9%	6%	77%	0%	-17%
Cc1ccc(NC(=O)N2CCCCC2)cc1NC(=O)N1CCCCC1
    ?	-2%	13%	-5%	-3	-3%	0%	1%	3%	-2%	1%
CCn1nc(NS(=O)(=O)c2ccc(C)cc2)c2cc3ccccc3nc21
    -4%	nt	2%	2%	-9	3%	1%	1%	5%	6%	nt
O=C(CSCc1cccc(F)c1)NCc1ccccc1
    ?	-3%	6%	19%	-9	?	?	?	11µM*	8%	3%
COc1cc(/C=C2/SC(=S)N(CCC(=O)Nc3ccc(C(=O)O)cc3)C2=O)cc(OC)c1OC
    0%	7%	-26%	-2%	37[activator]	-2%	-4%	-1%	0%	-4%	nt
CCS(=O)(=O)N1CCC(C(=O)NCc2cccs2)CC1
    4%	2%	8%	1%	4	-5%	2%	-3%	1%	-5%	-3%
COc1cccc(-c2c(C(=O)N/N=C(\C)c3cccs3)nnn2-c2nonc2N)c1
    4%	0%	?	-4%	3	-1%	-4%	-9%	-14%	?	-25%
CCn1cc(C(=O)NCCO)c(=O)c2cc(F)c(N3CCN(C)CC3)cc21
    -2%	nt	1%	-3%	-3	-1%	0%	1%	1%	5%	-22%
CCN(CC)CCNC(=O)CCCCn1c(=S)[nH]c2c([nH]c3ccc(OC)cc32)c1=O
    1%	-13%	-4%	-4%	-8	2%	0%	-19%	-12%	2%	-3%
O=C(CSc1ncn[nH]1)c1cc2ccccc2o1
    ?	9%	35%	-3%	0	19%	3%	0%	23%	0%	2%
O=c1c2ccccc2nc2oc3ccccc3n12
    7.6µM*	-7%[11.5 µM]	-29%	1.6µM*	-12	1.6µM*	10µM*	49%	52%	-8%	-4%
COc1ccc(CNC(=O)Cn2c(=O)n(CC(=O)N3CCCCC3)c(=O)c3sccc32)cc1
    -1%	nt	15%	-17%	-13	2%	2%	5%	-4%	-9%	nt
Cc1cccc(NC(=O)CNC(=O)c2cccc(-n3cccc3)c2)c1C
    2%	nt	nt	1%	-1	-1%	-5%	2%	11%	nt	nt
COc1ccc(/C=N/n2cnnc2SCc2ccccc2)cc1
    ?	-1%	25%	-3%	4	-9%	1%	6%	-19%	-8%	2%
CC1(C)CC(=O)C=C(NCC(O)c2ccccc2)C1 (configuration not stated)
    0%	-3%	1%	-2%	28	-4%	0%	-4%	17%	-4%	-17%
CC1=C(C(=O)OCC(C)C)C(c2ccc(F)cc2)NC(=O)N1 (configuration not stated)
    1%	-5%	-21%	-1%	3	1%	2%	-4%	1%	5%	0%
CCOc1ccc(N=Nc2c(C)noc2C)cc1
    ?	-9%	10%	2%	10	-1%	8%	6%	-3%	-9%	-19%
COC(=O)c1cccc(S(=O)(=O)N2CCC(c3nc4ccccc4o3)CC2)c1
    -2%	1%	22%	-7%	14	-5%	-3%	3%	-50%	2%	-1%
Cc1ccc(Cn2ccc(NC(=O)c3cc(-c4ccc5c(c4)OCO5)on3)n2)cc1
    7%	7%	-1%	1%	-9	4%	-3%	19%	14%	-2%	?
N#C/C(=C/c1ccc(Sc2nc3ccccc3[nH]2)o1)c1cccc(Br)c1
    3%	9%	?	-4%	12	-4%	-4%	-3%	-88%[inhibitor]	?	-22%

# Rab9 prom act: what is marked active above
molecule | PKM2 act | RORgamma inh | NPC1 promoter act | Rab9 prom act | p53 reactivator | Menin MLL FP TR
O=c1c2ccccc2nc2oc3ccccc3n12 | -7%[11.5 µM] | -29% | 1.6µM* | 1.6µM* | 49% | -4%

# Looked up above.
# O=C(CSc1ncn[nH]1)c1cc2ccccc2o1 – p53 reactivator = 0%
# COc1ccc(/C=N/n2cnnc2SCc2ccccc2)cc1 – ELG1 genotoxic = 1%
# CC1(C)CC(=O)C=C(NCC(O)c2ccccc2)C1 (configuration not stated) – p53 reactivator = -4%

# The results go on.
# Every second line gives: FLuc counter	PKM2 act	RORgamma inh	NPC1 promoter act	Giardia killer	Rab9 prom act	ELG1 genotoxic	p53 reactivator	BRCA1 expr up	VP16 counter	Menin MLL FP TR
CCN(CC)S(=O)(=O)c1ccc(N2CCOCC2)c(NC(=O)c2ccc(F)cc2)c1
    0%	2%	-4%	-2%	3	-1%	-9%	0%	2%	7%	-15%
COc1ccc(C)cc1NC(=S)N1CCOCC1
    6%	-5%	28%	1%	-3	2%	1%	-1%	3%	-3%	nt
CC(=O)Nc1ccc(NC(=O)Cc2ccc(F)cc2)cc1
    -14%	1%	13%	1%	nt	-3%	1%	2%	nt	-6%	5%
O=C(O)Cn1c(COc2ccc(Cl)cc2)nc2ccccc21
    11µM*	-7%	-21%	-2%	0	2%	0%	9%	8%	-9%	nt
CC(=O)N1CCN(C(=O)COc2ccc3oc4c(c3c2)CCCC4)CC1
    -3%	nt	nt	-2%	-6	16%	2%	-5%	-1%	nt	nt
Cc1c(NS(=O)(=O)N2CCCC2)c(=O)n(-c2ccccc2)n1C
    0%	1%	-12%	-2%	-2	0%	0%	1%	-3%	5%	-6%
C=C(C)CSc1nnc(-c2ccc(OC)cc2)n1N
    ?	2%	16%	?	-11	?	?	?	?	2%	-2%
O=C(CSc1cn[nH]n1)Nc1cccc(C(F)(F)F)c1
    -2%	-6%	-12%	-3%	-25	1%	1%	-6%	-18%	0%	7%
Cc1csc2c(=O)sc(NC(=O)c3ccc(F)cc3)nc12
    1%	-5%	-15%	0%	2	-1%	2%	4%	-20%	-5%	nt
COc1cccc(CN(C)Cc2c(O)ccc3ccccc23)c1
    11µM*	nt	?	3%	-6	0%	0%	6%	-20%	5%	16%
Cc1cc(C)nc(Sc2ncnc3c2oc2ccccc23)n1
    ?	-4%	-23%	-3%	-3	13%	-9%	?	-49%	-4%	4%
CCCCOc1ccc(CN(CCO)CCO)cc1[N+](=O)[O-]
    ?	-1%	26%	20%	5	18%	11%	?	?	-7%	5%
O=C(O)CCS(=O)(=O)Cc1ccccc1Cl
    -1%	-1%	-19%	3%	2	-5%	1%	2%	16%	-2%	nt
CCOc1cc(/C=C2/NC(=O)N(CC(=O)OC)C2=O)ccc1OC
    1%	1%	1%	-2%	7	2%	-1%	-1%	-16%	-10%	-11%
CC(CNC(=O)COc1ccccc1)OC(=O)Nc1cccc(Cl)c1 (configuration not stated)
    0%	-11%	20%	0%	-2	-2%	0%	-6%	0%	?	9%
S=C1NCCc2ccccc2C1c1ccccc1 (configuration not stated)
    -11%	-2%	0.22µM*	1%	-3	-6%	-6%	0%	-16%	0.16µM*	-13%
Cc1cc(OCC(=O)N2CCOCC2)cc2oc(=O)c3ccccc3c12
    ?	-2%	16%	-5%	6	-2%	5%	8%	-11%	-6%	-17%
CC(C)c1nnc(-c2ccc(Cl)cc2)c(N(C)C)n1
    2%	-11%	-5%	-2%	-4	2%	1%	-1%	-32%	-10%	-9%
O=C(O)CSc1nnc(Cc2cccc3ccccc23)n1-c1cc(C(F)(F)F)cc(C(F)(F)F)c1
    3%	-2%	-11%	-1%	35[activator]	0%	0%	-3%	-12%	-4%	nt
Cc1c(C)c2ccc(OCC(=O)NCCN3CCOCC3)cc2oc1=O
    1%	nt	-28%	0%	-1	3%	9%	-6%	-3%	7%	nt

# Limited to Giardia killer (2 entries from above):
canonical_smiles | Giardia killer
S=C1NCCc2ccccc2C1c1ccccc1 (configuration not stated) | -3
COc1ccc(C)cc1NC(=S)N1CCOCC1 | -3

# This is a subset (hit frequency here may not be typical).
